S100A4 inh HTS: inhibitors of human S100A4 binding to myosin IIA peptide; S100A4/TAMRA-MyoIIA peptide fluorescence polarization; inhibition, % at 10.7 µM; 360,000 tested, 0.14% active; AID 652163;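 active = mean inhibition of at least 70% across replicates, with every replicate also reaching that level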
Target sequence (P26447 whole entry, looked up): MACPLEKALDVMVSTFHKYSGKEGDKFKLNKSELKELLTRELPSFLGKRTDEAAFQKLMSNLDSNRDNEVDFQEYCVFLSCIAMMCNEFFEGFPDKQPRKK
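Material: S100A4 monomer (human). Medium: Calcium-containing HEPES buffer, pH 7.2. Probe or stimulus: labelled myosin peptide probe, 5 nM. Compound dosing: one concentration per compound. Timing: polarization read 5 min after assay mix addition, stable 5–60 min. Benchmarks: DMSO as neutral control, TFP as positive control.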
C2C12 statin: protects C2C12 myotubes from simvastatin toxicity; rescue of ATP level, % at 7.49 µM; ATP luminescence, 48 h; scaled: DMSO 0, geranylgeraniol control 100; 330,000 tested, 0.78% active;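 active = mean ATP rescue above about 67%, or every replicate alone reaching that limit, limit read from the data, passing the limit was not always enough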;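 note: myotubes were challenged with 10 µM simvastatin during compound exposure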
Casp6 inh: caspase-6 (human) enzyme inhibition. 350,000 tested, 0.53% active. P55212. purified caspase-6, Z-VEID-R110 cleavage fluorescence. inhibition, % at 12.5 µM;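 active = mean inhibition across replicates at least about 35%, with every replicate also reaching that limit, limit read from the data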;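 note: 0% = median of neutral control wells and 100% = no fluorescence left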
Target sequence (P55212 24-179 limits assumed): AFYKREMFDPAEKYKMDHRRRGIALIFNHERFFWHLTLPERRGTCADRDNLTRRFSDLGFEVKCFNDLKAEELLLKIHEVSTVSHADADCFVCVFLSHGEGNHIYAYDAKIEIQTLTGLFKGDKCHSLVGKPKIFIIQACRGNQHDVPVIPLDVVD
Target sequence (P55212 194-293 limits assumed): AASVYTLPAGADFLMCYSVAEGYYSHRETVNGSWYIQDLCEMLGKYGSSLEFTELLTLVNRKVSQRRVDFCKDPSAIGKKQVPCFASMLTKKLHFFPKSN
LGR2 inh: inhibitors of bursicon-induced Drosophila LGR2 receptor cAMP signaling; inhibition, % at 9.99 µM; HEK293 LGR2, CRE-luciferase, bursicon-stimulated, 4 h; 380,000 tested, 0.35% active; AID 720647;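 active = drop in luminescence signal, shown as inhibition above about 50% in the replicate tests, limit read from the data, passing the limit was not always enough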;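 note: agonist challenge used bursicon conditioned medium at about half maximal strength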
esBAF inh: SWI/SNF esBAF complex inhibition; 350,000 tested, 2% active; mouse ES cells, Bmi1-luciferase knock-in reporter, 24 h; 100% = twice the neutral-well signal; reporter increase, % at 12.5 µM; AID 602393; in the data active = activation above about 40%;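 note: 0% = median of the plate's neutral control wells and 100% = double that signal; a rise in the Bmi1 reporter signal indicates esBAF inhibition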
FN deposit inh: fibronectin deposition inhibition. AH1F fibroblasts, Alexa488-fibronectin deposition fluorescence, overnight. inhibition, % at 12.6 µM. 350,000 tested, 0.086% active;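 active = mean inhibition across replicates of 30% or more, regardless of how many single replicates reach that level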;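 note: positive control wells lacked labelled fibronectin entirely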
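Material – AH1F fibroblast monolayer, labelled fibronectin deposition · Reagent – labelled fibronectin 24 nM · Timing – 1 h adhesion, overnight exposure · Measured by – fluorescence at 485 nm excitation, 525 nm emission · Read-out – inhibition of fibronectin deposition signal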
SIRT5 inh: blocks human SIRT5 desuccinylation of peptide; 330,000 tested, 1.1% active; inhibition, % at 15 µM; Purified SirT5, succinyl-peptide AMC, trypsin-coupled fluorescence; in the data active = inhibition above about 15%
Target sequence (Q9NXA8 whole entry, looked up): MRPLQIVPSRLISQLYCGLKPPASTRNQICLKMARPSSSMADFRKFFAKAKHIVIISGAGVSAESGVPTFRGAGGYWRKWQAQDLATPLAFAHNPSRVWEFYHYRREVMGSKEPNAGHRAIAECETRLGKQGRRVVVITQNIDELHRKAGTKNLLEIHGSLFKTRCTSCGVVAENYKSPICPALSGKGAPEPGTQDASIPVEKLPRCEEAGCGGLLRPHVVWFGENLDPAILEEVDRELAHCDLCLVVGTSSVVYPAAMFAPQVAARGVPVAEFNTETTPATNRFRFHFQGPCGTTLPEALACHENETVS
Active calls of the source: *; / = not tested or not shown; & = joins results of further samples. An excerpt; rates above refer to the full screens.

SMILES	S100A4 inh HTS	C2C12 statin	Casp6 inh	LGR2 inh	esBAF inh	FN deposit inh	SIRT5 inh
CC(C)[C@@H](C(=O)N1CCCC1)N1C(=O)N2CCc3c([nH]c4ccccc34)[C@@]2(C)C1=O	-1	17	4	6	-3	/	1
CC1(C(=O)OCC(=O)NC(=O)c2ccccc2)CC1(Cl)Cl (configuration not stated)	2	/	-1	-4	/	-6	1
CO[C@H]1CN(C)C(=O)c2cc(NC(=O)Cc3ccccc3)ccc2OC[C@H](C)N(CC2CC2)C[C@H]1C	-16	4	1	1	0	7	1
O=S(=O)(c1ccc(F)c(Cl)c1)N1CCCC1	0	37	0	-7	-4	/	-2
CCOc1ncccc1C(=O)NCCc1ccc(S(N)(=O)=O)cc1	2	-5	1	22	5	2	-8
COCCc1nc2ccc(C(=O)N3CCCC(CCCO)C3)cc2o1 (configuration not stated)	3	10	-3	7	-1	-3	0
CNC(=O)C[C@H]1C(=O)N(Cc2ccccc2)C[C@@H]1C	0	13	2	7	-5	4	-3
CC(C1CC1)N(Cc1ccccc1)C(=O)NC(=O)c1ccccc1 (configuration not stated)	2	/	1	13	/	/	-7
Cc1ccc(CC(=O)N2CCN(C(=O)c3ccco3)CC2)cc1	-3	9	1	5	-11	-12	-2
Cc1ccc(S(=O)(=O)N(C)CC(=O)NCCCc2ccccc2)cc1	-3	0	-1	-9	0	0	1
COc1ccc(/C=N/n2c(COc3ccccc3)n[nH]c2=S)cc1OC	-11	7	1	-18	-5	-3	-2
O=C(Nc1ccccc1Cl)N1CCN(Cc2ccc3c(c2)OCO3)CC1	0	4	0	18	0	-1	-4
COc1ccc(CCNC(=O)Cc2ccc([N+](=O)[O-])cc2)cc1OC	-9	/	1	-1	/	0	1
Cc1noc(C)c1NC(=O)N(C)C[C@H]1Oc2ccc(NS(=O)(=O)c3ccc(F)cc3)cc2CC(=O)N([C@@H](C)CO)C[C@H]1C	-8	-2	-1	-1	-1	/	-2
O=C(Nc1ccc(OC(F)F)cc1)c1cc(S(=O)(=O)N2CCCCC2)ccc1N1CCOCC1	-2	8	-2	-16	0	-8	1
C[C@H](CO)N1C[C@H](C)[C@H](CN(C)C(=O)Nc2ccnc(N3CCOCC3)c2)OCc2ccccc2-c2ccccc2C1=O	6	-11	-3	13	3	-1	-1
COc1ccc(C(C(=O)NC2CCCC2)n2c(C3CCN(C(C)=O)CC3)nc3ccccc32)cc1 (configuration not stated)	-1	/	-2	-18	/	2	/
CCN(CC)CCN(C(=O)c1ccc(CN2CCCCC2)o1)C(C(=O)NC1CCCCC1)c1ccc(F)cc1 (configuration not stated)	23	-6	-33	24	5	1	-3
Cc1noc(C)c1-c1ccc(C(=O)NCCN2CCOCC2)c2occc12	-3	4	0	-6	-6	6	-3
CC(=O)N(C)C[C@@H]1Oc2ncc(-c3ccc(C(=O)N(C)C)cc3)cc2C(=O)N([C@@H](C)CO)C[C@H]1C	1	1	-5	-12	-3	/	-1
O=S(=O)(c1cc(C(F)(F)F)ccc1Cl)N1CCCCCC1	-2	-28	-1	-1	-11	/	1
O=C(Nc1ccc2ncccc2c1)c1cc(Cl)ccc1Cl	3	/	3	/	/	4	2
COc1cccc2c1cc1c(=O)n(CC(=O)N3CCN(c4cccc(C)c4C)CC3)nc(C)n12	10	10	/	-2	11	1	-3
CC(=O)Nc1cccc(NC(=S)Nc2cccc(Cl)c2C)c1	1	-1	2	0	-7	0	-1
C[C@@H]1CN([C@@H](C)CO)C(=O)CCCn2nncc2CO[C@H]1CN(C)S(=O)(=O)c1ccc(F)cc1	-1&-2&3	4&-11&0	-2&1&-4	12&1	-2&-2&0	-2&7	-2&3&-3

Some of these compounds in order of their number in SIRT5 inh, ascending.
SMILES	SIRT5 inh
CCN(CC)CCN(C(=O)c1ccc(CN2CCCCC2)o1)C(C(=O)NC1CCCCC1)c1ccc(F)cc1 (configuration not stated)	-3
COc1ccc(/C=N/n2c(COc3ccccc3)n[nH]c2=S)cc1OC	-2
CC(=O)N(C)C[C@@H]1Oc2ncc(-c3ccc(C(=O)N(C)C)cc3)cc2C(=O)N([C@@H](C)CO)C[C@H]1C	-1
COCCc1nc2ccc(C(=O)N3CCCC(CCCO)C3)cc2o1 (configuration not stated)	0
O=C(Nc1ccc2ncccc2c1)c1cc(Cl)ccc1Cl	2

Next section:
SMILES	S100A4 inh HTS	C2C12 statin	Casp6 inh	LGR2 inh	esBAF inh	FN deposit inh	SIRT5 inh
Cc1ccc(S(=O)(=O)N2C[C@@H]3[C@H]4CC[C@H](C4)[C@@H]3[C@@H](C)[C@@H]2c2cccn2Cc2ccccc2)cc1	2	-5	-1	25	1	-6	1
C[C@H]1CN([C@@H](C)CO)C(=O)Cc2cc(N(C)C)ccc2O[C@@H]1CN(C)C(=O)Nc1cccc2ccccc12	10	9	-2	-6	6	/	2
CCN(CC)C(=O)c1cccc(-c2ccc(OC)cc2)c1	/	-5	/	/	20	1	/
COc1ccccc1N1CCN(C2CC(=O)N(c3ccccc3)C2=O)CC1 (configuration not stated)	14	0	-2	-5	-4	-9	4
COc1ccc(Cl)cc1NC(=O)CC1CCCC1	8	6	-4	-5	-5	-3	-3
CC(=O)c1ccc(S(=O)(=O)NCc2cccnc2)cc1	5	-7	-1	3	-1	1	-4
Cc1ccc(S(=O)(=O)N[C@@H](CC(C)C)C(=O)N2CCC(C(=O)N[C@H](C(=O)O)C(C)C)CC2)cc1	1	3	-2	13	-6	/	/
N#C[C@@H]1[C@@H](c2ccc(C3=CCCC3)cc2)[C@@H](CO)N1C(=O)NC1CCCCC1	11	/	1	6	/	2	5
COc1ccc(C(=O)N2C[C@@H]3[C@H](c4ccccc42)[C@@H](CO)N3C(=O)NC(C)C)cc1	0	-1	4	3	-3	-2	0
COc1cccc(-c2ccc([C@@H]3[C@@H](C#N)N(C(=O)Cc4ccncc4)[C@@H]3CO)cc2)c1	-1	20	0	18	15	16	-1
O=C(NCCc1ccncc1)[C@@H]1[C@@H](CO)[C@@H]2Cn3c(ccc(-c4ccccc4)c3=O)[C@@H]2N1C(=O)C1CC1	2	21	3	0	-3	-10	-18
O=C(C[C@H]1CC[C@@H]2[C@H](COC[C@H](O)CN2Cc2cccc(-c3ccncc3)c2)O1)N1CCN(c2ccccc2)CC1	-17	12	0	2	-4	3	-6
O=C(NC1CC1)C1=C[C@H](c2c[nH]c3ccccc23)C[C@H](OCCCCO)O1	-4	-4	11	7	-2	-4	/
COCc1cn(CC[C@@H]2CC[C@H](NC(=O)c3ccccc3)[C@@H](CO)O2)nn1	0	-2	0	13	-6	/	-6
COc1ccc(CCNC2CC(=O)N(CCc3ccccc3)C2=O)cc1 (configuration not stated)	/	2	/	3	-13	12	/
CCn1c(O)c(N=NC(=O)c2ccc(CSc3nncn3C)cc2)c2ccccc21	/	6	/	6	-6	/	/
CC(C)NC(=O)N(C)C[C@H]1OCCCC[C@H](C)Oc2ccc(NS(=O)(=O)c3cn(C)cn3)cc2C(=O)N([C@H](C)CO)C[C@@H]1C	1	/	4	-8	-2	1	0
O=C(Nc1ccnn1C1CCN(C(=O)CCc2ccc(F)cc2)CC1)C1CCOC1 (configuration not stated)	50	/	-1	-5	/	5	-2
CC1CCN(c2oc(-c3ccc(F)cc3)nc2C#N)CC1	1	2	-1	-47	33	0	-7
Cc1nnc(SCC(=O)N(C)c2ccccc2)n1Cc1ccccc1	0	/	2	-23	/	6	/
COc1ccc(C(c2sc3nc(C)nn3c2O)N2CCC(C(N)=O)CC2)cc1OC (configuration not stated)	0	21	1	0	-10	7	2
CC(C)C(=O)NC(Nc1cc(C(F)(F)F)ccc1Cl)C(Cl)(Cl)Cl (configuration not stated)	/	7	/	6	-35	/	/
CSc1ccccc1NC(=O)COC(=O)c1cnc(C)cn1	6	7	1	9	8	14	-14
Cc1noc(C)c1S(=O)(=O)Nc1ccc2c(c1)C(=O)N([C@H](C)CO)C[C@H](C)[C@@H](CN(C)CC1CCCCC1)O2	-15	14	-5	5	-5	/	-5
NC(=O)COC(=O)C1CSC2(c3ccc(F)cc3)CCC(=O)N12 (configuration not stated)	-2	4	-2	-1	-5	1	3
New compounds follow:
SMILES	S100A4 inh HTS	C2C12 statin	Casp6 inh	LGR2 inh	esBAF inh	FN deposit inh	SIRT5 inh
CSc1ccccc1NC(=S)N/N=C/c1cccn1Cc1cccc(C)c1	-1	/	-2	-6	/	0	2
CCC1CCC(C(=O)NC(CCSC)C(=O)NCCc2ccc(S(N)(=O)=O)cc2)CC1 (configuration not stated)	-1	-3	1	8	0	11	0
CC(=O)NCCNC(=O)C1(C)Cc2c(-c3cccc(NC(C)=O)c3)ccnc2O1 (configuration not stated)	-1	19	1	0	-10	/	2
CN1CCCCC(NC(=O)c2cccs2)C1=O (configuration not stated)	-3	/	0	1	/	1	/
O=[N+]([O-])c1ccc(N2CCOCC2)cc1SCc1ccco1	-13	/	0	/	/	-11	-2
CC(C)Oc1ccc(CNC(=O)c2ccc3nc(N4CCOCC4)sc3c2)cc1	-22	/	-1	21	5	-6	0
CO[C@@H]1CN(C)C(=O)c2cc(NC(=O)Nc3ccccc3Cl)ccc2OC[C@H](C)NC[C@@H]1C	-5	-15	-3	0	0	-3	6
CC(C)NC(=O)Nc1cccc2c1O[C@H](CN(C)Cc1ccccc1)[C@@H](C)CN([C@H](C)CO)C2=O	6	-13	2	7	-5	-14	-3
COc1ccccc1OCc1nnc(SCC(=O)Nc2ccc(N3CCOCC3)cc2)n1C	-2	6	15	-2	-1	13	3
Nc1nc(NC(=O)c2ccc(F)cc2)ns1	14	-2	1	-1	-3	-5	/
Cc1ccc(-c2cc(C(=O)Nc3ccc(S(=O)(=O)N4CC(C)OC(C)C4)cc3)[nH]n2)c(O)c1 (configuration not stated)	0	/	-1	7	/	7	-4
CC(C)NC(=O)N1C[C@H]2[C@@H](c3ccccc31)[C@H](CO)N2C(=O)C1CCCC1	0	-6	2	-18	-3	/	1
Cc1noc(C)c1NC(=O)Nc1ccc2c(c1)C(=O)N(C)[C@H]1CC[C@H](CC(=O)N[C@H]3CCN(Cc4ccccc4)C3)O[C@H]1CO2	0	-9	0	0	0	10	5
O=C(CC1C(=O)NCCN1Cc1ccc(Cl)c(F)c1)NCCc1cccnc1 (configuration not stated)	6	-10	-7	7	-5	11	-2
O=C(OCc1ccc([N+](=O)[O-])cc1)C1CC(=O)N(c2ccccc2)C1 (configuration not stated)	-1	6	-2	0	-7	/	-7
C[C@H](CO)N1C[C@H](C)[C@@H](CN(C)S(=O)(=O)c2ccc(F)cc2)Oc2ccc(NS(=O)(=O)c3ccc(Cl)cc3)cc2CC1=O	-8	22	7	15	2	/	1
Cc1cccn2c(=O)c(/C=C(\C#N)C(N)=O)c(N3CCN(c4ccccc4)CC3)nc12	-2	2	0	1	9	/	-2
Cc1cnc(C(=O)OCC(=O)c2ccc(F)c(F)c2)cn1	0	11	4	1	0	-7	-4
Cc1csc(NC(=O)CSc2nc(C)nc3c2c(=O)n(C)c(=O)n3C)n1	1	18	0	25	-3	1	2
COc1ccc2[nH]cc(C=O)c2c1	/	-1	/	/	-4	5	/
C=CCNC(=O)CN1C(=O)CSc2ccc(S(=O)(=O)N3CCOCC3)cc21	-5	-1	-2	8	2	1	-2
COc1ccc(C(=O)C2CCCN(C(=O)C3=CCCC3)C2)c(C)c1 (configuration not stated)	2	6	1	-5	3	-9	0

A run of entries of the results above, as a working copy:
SMILES	S100A4 inh HTS	C2C12 statin	Casp6 inh	LGR2 inh	esBAF inh	FN deposit inh	SIRT5 inh
COc1ccccc1OCc1nnc(SCC(=O)Nc2ccc(N3CCOCC3)cc2)n1C	-2	6	15	-2	-1	13	3
Nc1nc(NC(=O)c2ccc(F)cc2)ns1	14	-2	1	-1	-3	-5	/

Complete entries, quoted from the list:
Record of O=C(NC1CC1)C1=C[C@H](c2c[nH]c3ccccc23)C[C@H](OCCCCO)O1 : S100A4 inh HTS = -4; C2C12 statin = -4; Casp6 inh = 11; LGR2 inh = 7; esBAF inh = -2; FN deposit inh = -4; SIRT5 inh = /
Record of Cc1csc(NC(=O)CSc2nc(C)nc3c2c(=O)n(C)c(=O)n3C)n1 : S100A4 inh HTS = 1; C2C12 statin = 18; Casp6 inh = 0; LGR2 inh = 25; esBAF inh = -3; FN deposit inh = 1; SIRT5 inh = 2
